# Screens deposited in PubChem by several laboratories.
# HSF-1 act: increases HSF-1 driven luciferase reporter signal; hit rate 1.7% among 300,000; activation, % at 9 µM; AID 504408; NIH3T3-HGL HSF-1 luciferase reporter, MG132, 8 h; 100% = twice DMSO control signal;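 active means mean replicate activation of at least 50% with a set share of replicates each reaching 50%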;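 further: 0% = median of the neutral control wells and 100% = twice that signal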
# AI-2 QS mod: Vibrio harveyi AI-2 quorum sensing modulation. AID 2094. activity change, % at 7.5 µM. Vibrio harveyi JMH597 AI-2 luminescence/OD600 ratio, 9 h; active compounds read low; strain lacks LuxN and CqsS sensors; 0 = neutral-control median. hit rate 0.4% among 300,000; in the data active means activity change below about -75%, passing the limit was not always enough;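 further: luminescence divided by OD600 gain over 9 h not by final OD600 alone; inactives centre near 13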
# GSK3A inh: blocks human GSK-3 alpha kinase. P49840. ADP-Glo luminescence, 60 min. inhibition, % at 10 µM. hit rate 0.1% among 320,000. AID 2650;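 in the data active means inhibition above about 50%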;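 further: GST-tagged GSK-3 alpha with peptide substrate and 25 µM ATP; 0% = DMSO neutral wells and 100% = GW8510 positive control wells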
# Target sequence (P49840 whole entry, looked up): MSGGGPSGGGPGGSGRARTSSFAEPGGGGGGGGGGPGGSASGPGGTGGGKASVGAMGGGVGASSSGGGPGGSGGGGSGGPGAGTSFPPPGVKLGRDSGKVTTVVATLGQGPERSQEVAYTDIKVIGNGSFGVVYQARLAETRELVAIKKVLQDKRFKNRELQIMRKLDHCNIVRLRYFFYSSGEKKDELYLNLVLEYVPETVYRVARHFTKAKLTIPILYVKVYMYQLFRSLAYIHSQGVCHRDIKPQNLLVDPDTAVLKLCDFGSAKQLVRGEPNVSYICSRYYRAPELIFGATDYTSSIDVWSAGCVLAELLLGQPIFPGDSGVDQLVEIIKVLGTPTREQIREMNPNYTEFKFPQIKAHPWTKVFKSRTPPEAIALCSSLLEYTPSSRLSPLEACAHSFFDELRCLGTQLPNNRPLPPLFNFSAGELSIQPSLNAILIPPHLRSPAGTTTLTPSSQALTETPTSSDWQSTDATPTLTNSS
# HSP90 inh: HSP90 refolding inhibition in rabbit reticulocyte lysate; luciferase refolding luminescence, 3 h; inhibition, % at 5.6 µM; hit rate 0.91% among 290,000; AID 1789;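 active means inhibition above the screen-wide mean plus 3 SD, computed separately per campaign, cut at about 16% in these data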;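 further: 0% = DMSO wells and 100% = 60 µM geldanamycin wells; inhibitors lower the luminescence because luciferase stays unfolded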
# HSF1 inh: HSF1 inhibition; NIH3T3-HGL HSE-luciferase, MG132-induced, luminescence 8 h; active compounds read low; activity change, negative = inhibition, % at 7.5 µM (by protocol); hit rate 0.77% among 300,000; AID 2098;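 active means more than half of replicate wells show activity change below -50%, luminescence cut by over half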;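 further: luciferase reports HSF-1 transcriptional activity via heat shock element; 0% = median of DMSO wells and -100% = zero luminescence signal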
# HIF activator: HIF pathway transcriptional activation; hit rate 0.32% among 300,000; activation, % at 7.5 µM (by protocol); U2OS HRE-luciferase reporter, luminescence; normalized: DMSO 0%, desferrioxamine 100%;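 active means mean activation of at least 10% of the iron chelator positive control signal, with at least half of replicates also reaching 10%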
# GSK3B inh: human GSK3beta kinase inhibition; P49841; GST-GSK3beta kinase, ADP-Glo luminescence, 60 min; active compounds read low; activity score (negative = inhibition), % at 10 µM; hit rate 0.038% among 300,000; AID 2097;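 active means more than half of replicate wells score below -50%, meaning over 50% inhibition versus plate controls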;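 further: 0% = median DMSO wells and -100% = median GW8510 positive control wells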
# Target sequence (P49841 whole entry, looked up): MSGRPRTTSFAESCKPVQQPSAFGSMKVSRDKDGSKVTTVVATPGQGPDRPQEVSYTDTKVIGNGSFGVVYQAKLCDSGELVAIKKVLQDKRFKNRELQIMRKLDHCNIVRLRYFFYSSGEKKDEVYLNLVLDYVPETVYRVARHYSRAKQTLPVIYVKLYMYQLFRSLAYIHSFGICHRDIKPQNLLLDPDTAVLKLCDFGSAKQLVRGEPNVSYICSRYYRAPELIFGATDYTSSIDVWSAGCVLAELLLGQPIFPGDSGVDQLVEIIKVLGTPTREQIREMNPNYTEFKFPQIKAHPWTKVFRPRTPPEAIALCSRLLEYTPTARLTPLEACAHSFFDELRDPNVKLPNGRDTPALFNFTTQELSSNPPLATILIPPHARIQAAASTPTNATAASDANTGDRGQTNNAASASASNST
#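 test system = GST-tagged human GSK3beta kinase, cell-free | reagent = 25 µM ATP with peptide substrate | dosing = one dose of 10 µM per compound | schedule = 60 min reaction, RT | detection = luminescent ADP-Glo measurement of ADP formed | control set = DMSO neutral wells and GW8510 at 20 µM as positive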
# KLF5 inhibitor: kruppel-like factor 5 inhibition | DLD-1 KLF5 promoter-luciferase reporter, luminescence | inhibition, % at 5 µM | hit rate 0.23% among 290,000;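 active means inhibition above a per-plate limit of that plate's mean compound inhibition plus 3 SD, cut at about 60% in these data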;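 further: 0% = DMSO wells and 100% = LY294002 at 200 µM; higher means less KLF5 promoter-driven luciferase light; inactives centre near -14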
# aSyn UTR inh: MLPCN primary screen, SNCA 5' untranslated region; inhibition, % (tested at 7.5 µM); hit rate 0.82% among 300,000; alpha-synuclein 5'UTR reporter, inhibitor activity; in the data active means inhibition above about 60%;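 further: H4 neuroglioblastoma cells stably carrying SNCA 5'UTR luciferase fusion; 0% = DMSO wells and 100% = positive control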
# IEC-6 tox: kills IEC-6 intestinal cells in KLF5 counter-screen | IEC-6 cytotoxicity, luminescence viability | inhibition, % at 5 µM | AID 1825 | hit rate 0.78% among 290,000; in the data active means inhibition above about 22%;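 further: 0% = plate median of test compound wells and 100% = cytotoxic reference compound wells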
# * hit, by the source's call; x = not tested or not shown.
SMILES,HSF-1 act,AI-2 QS mod,GSK3A inh,HSP90 inh,HSF1 inh,HIF activator,GSK3B inh,KLF5 inhibitor,aSyn UTR inh,IEC-6 tox
COC(=O)C(F)(Sc1c(C)n(C)n(-c2ccccc2)c1=O)C(F)(F)F (stereo not drawn),-4.1,28.3,-1.8,0.4,-4.9,-0.2,2.3,-21.8,5.4,4.5
Nc1nc2ccccc2n1C(=O)c1ccc(F)cc1,38.9,-4.8,0.7,39.8*,14.6,-0.6,-2.0,-80.3,0.3,11.7
O=C(CN1CCN(c2ccccn2)CC1)NCc1cccs1,-12.9,29.2,-1.2,0.7,-3.4,-3.0,1.3,-15.3,7.8,-3.4
OCCNC(=S)Nc1ccc(Oc2ccccc2)cc1,-24.9,17.4,-0.9,-8.8,-13.5,-0.1,2.2,-17.4,-12.3,-8.9
CC(C)c1cc(-c2cc(C(=O)Nc3ccccc3)on2)nc(NC2CCCC2)n1,3.3,22.4,-3.1,x,0.3,0.1,2.2,x,13.6,x
CCN1CCN(S(=O)(=O)c2ccc(Cl)c(C(=O)N(C)C(c3ccccc3)c3ccccc3)c2)CC1,9.2,58.2,-0.2,x,17.2,-1.3,-0.4,x,9.0,x
O=C(NS(=O)(=O)c1ccccc1)c1ccccc1O,-0.2,30.0,-4.2,1.2,-2.4,-0.8,-0.9,-10.8,11.9,0.5
COCCNC(=O)/C(C#N)=C/c1ccc(SC)cc1,-5.9,7.5,-3.8,0.3,4.6,0.2,2.8,-22.9,-18.4,-8.6
Cc1cccc(NC(=O)C2CCCN2S(=O)(=O)c2ccc3c(c2)n(C)c(=O)c(=O)n3C)c1 (stereo not drawn),10.5,12.6,-1.0,-4.3,-2.6,-0.1,0.7,-3.6,17.3,-5.2
Cc1cc(C)n2nc(SCc3c(F)cccc3Cl)nc2n1,15.1,16.8,-2.2,-1.2,1.7,1.8,1.5,-60.4,-10.9,5.3
COc1cccc(CN(C)Cc2nc(Cc3ccccc3Cl)no2)c1,18.6,28.2,-5.9,3.5,-0.5,-0.2,1.7,-28.4,2.4,-0.9
O=[N+]([O-])/C=C\c1ccc(N2CCOCC2)cc1,28.3,30.6,-2.6,x,9.3,0.4,2.4,x,-43.2,x
COc1ccc(/C(N)=N/OC(=O)c2cccc([N+](=O)[O-])c2)cc1OC,11.2,15.7,-0.8,2.6,5.3,0.3,-1.5,-16.3,-95.7,2.3
CCn1nc(C(=O)NCc2ccco2)c(Cl)c1Cl,-4.6,18.5,-2.3,5.2,-8.6,2.8,0.7,-10.8,5.9,-2.3
COC(=O)[C@H](CCSC)NC(=O)NC1CC1,0.0,18.3,-0.4,-0.1,0.7,-0.6,-1.7,-19.4,25.0,6.9
CCOc1ccc(CCNC(=O)COC(=O)CSc2ccccc2C)cc1OCC,0.9,18.3,-0.5,2.4,-7.4,-0.6,3.6,-25.4,7.6,-2.5
Cc1ccc(S(=O)(=O)N2CC=C(C(=O)NC3CCCC3)CC2)cc1,1.2,2.5,-0.4,-3.3,-6.3,-0.6,0.3,-7.8,-2.7,-2.8
O=C(/C=C/NNC(=O)c1ccccc1)c1ccc([N+](=O)[O-])cc1,38.0,25.9,2.2,3.0,12.6,0.0,2.0,0.7,50.3,12.2
O=C(Nc1cccc2c1C(=O)NC2=O)c1ccc(S(=O)(=O)N2CCCC2)cc1,x,x,4.0,0.6,x,x,x,-13.3,x,-4.6
Clc1ccc(N2CCN(Cc3ccco3)CC2)cc1,5.3,-2.3,-0.6,1.6,-1.9,2.8,-7.2,-21.2,-0.8,-1.9
NNc1ccc(S(=O)(=O)N2CCCCC2)cn1,-19.5,10.4,-0.3,-0.1,2.8,0.0,0.6,-13.6,11.9,-3.9
O=C(Nc1cc(Cl)ccc1Cl)C1Cc2ccccc2O/C1=N\O (stereo not drawn),25.2,4.5,1.3,-0.6,4.4,-1.8,2.4,-9.8,-39.2,-2.6
CS(=O)(=O)N(CC(=O)O)c1ccc(Oc2ccccc2)cc1,-15.6,11.4,-12.6,17.3*,-4.4,0.3,2.5,-31.9,3.9,0.9
CCN1CCN(S(=O)(=O)c2ccc(Cl)c(C(=O)N(C)Cc3cccc(OC)c3)c2)CC1,-11.8,13.7,0.5,x,-2.0,0.0,-0.2,x,19.7,x
COc1ccc(Cl)cc1NC(=O)CCN1CCN(C)CC1,-8.2,25.4,-0.1,4.6,-4.7,1.0,-0.5,15.6,-1.0,1.6
# Next part:
SMILES,HSF-1 act,AI-2 QS mod,GSK3A inh,HSP90 inh,HSF1 inh,HIF activator,GSK3B inh,KLF5 inhibitor,aSyn UTR inh,IEC-6 tox
O=C(/C=C/c1ccco1)N1CCN(S(=O)(=O)c2cccs2)CC1,-6.4,9.5,1.2,-2.0,0.3,-0.1,0.7,-17.4,-1.9,-6.5
COc1ccc(NC(=S)N2CCC(c3nc4ccccc4[nH]3)CC2)c(OC)c1,11.4,-5.8,-2.1,-1.0,-6.9,-0.1,5.2,10.2,4.8,-5.1
O=C(O)c1cnc2[nH]c3ccccc3n2c1=O,-5.8,26.1,-2.5,8.0,1.3,-0.3,6.4,-23.8,-10.2,4.2
Cc1cccc(-c2nnc(SCc3ccc(C#N)cc3)n2Cc2ccco2)c1,38.5,8.7,0.1,3.1,18.6,-0.5,5.5,-27.2,25.9,3.1
Cc1cccc(N2CCN(S(=O)(=O)c3ccc4c(c3)NC(=O)CS4)CC2)c1C,21.5,13.7,1.5,8.3,10.2,-0.5,0.9,-5.1,8.4,1.3
CC(C)OC(=O)c1nnc(Cc2ccc(Cl)cc2)o1,-19.1,4.2,x,-3.6,1.4,-0.2,-1.1,-6.4,10.2,-3.0
Cc1ccc(C(=O)N2NC(c3ccc(F)cc3)C3C(=O)N(c4ccc(C)c(C)c4)C(=O)C32)cc1 (stereo not drawn),0.4,68.9,x,1.8,4.8,0.2,1.4,-5.4,-16.5,-4.4
CC(C)c1ccc(NC(=O)CCNS(=O)(=O)c2cc(Br)cnc2N)cc1,3.0,35.2,1.9,-2.3,0.2,0.0,3.1,-6.3,-3.3,-2.8
CC1CC(C)CN(C(=O)COC(=O)C2CCN(S(=O)(=O)c3c(Cl)cccc3Cl)CC2)C1 (stereo not drawn),-2.2,42.0,-1.6,x,2.7,-1.1,-0.6,x,13.4,x
O=S1(=O)CCC(=Nc2ccc(Cl)cc2)c2ccsc21,35.7,-7.5,-3.9,1.6,31.5,3.5,-2.4,-6.0,-51.1,-4.3
O=C1NN(c2ccccc2)C(=O)C2C1C1C=CC2C12CC2 (stereo not drawn),-4.9,18.2,1.8,1.6,-6.3,-2.1,0.7,-22.8,9.9,5.4
CCS(=O)(=O)N1Cc2ccccc2CC1C(=O)OCC(=O)N(C(C)C)C(C)C (stereo not drawn),-4.0,15.9,-2.2,-3.4,10.2,-1.1,-1.8,-21.4,-1.0,-0.1
COCCCNC(=O)c1ccc(Cn2c(=O)[nH]c3ccccc3c2=O)cc1,x,x,0.2,-3.2,x,x,x,27.6,x,7.8
Oc1c(C(c2cccs2)N2CCN(c3ccccc3)CC2)ccc2cccnc12 (stereo not drawn),x,x,-1.9,3.7,x,x,x,69.1*,x,0.3
CCCCn1c(N)c(N(CCOC)C(=O)c2cccc(S(=O)(=O)N3CCCCC3)c2)c(=O)[nH]c1=O,-0.3,22.7,4.3,x,-8.1,0.7,3.0,x,-7.3,x
O=S1(=O)CCC(NC(=S)Nc2ccc3ccccc3c2)C1 (stereo not drawn),15.5,13.2,5.5,-2.2,7.5,1.6,1.1,-35.3,0.8,6.6
COc1ccc([N+](=O)[O-])cc1NC(=O)c1ccccc1SC,-6.1,26.5,-3.6,0.7,0.6,-0.2,0.8,2.2,27.3,-2.6
CCOC(=O)c1c(NC(=O)CC2Sc3ccc(C(F)(F)F)cc3NC2=O)sc(C)c1C (stereo not drawn),0.7,10.1,-1.8,-0.2,-3.1,-0.3,1.6,-0.7,-35.2,-1.2
O=c1cc(-c2ccccc2Cl)oc2cccc(O)c12,-3.5,11.4,0.6,2.1,-5.2,-0.8,-2.6,-30.6,-50.0,1.1
COc1ccc(CN=C2NN=C(c3cccc(OC)c3)CS2)cc1,-6.2,11.5,-1.9,1.4,-0.2,5.0,0.5,-33.4,-56.5,0.8
O=S(=O)(NCc1ccccc1)c1cnc[nH]1,0.8,6.2,-2.0,-1.3,-0.8,-0.5,0.8,1.4,10.1,-5.6
CC(C)CN(CC(C)C)S(=O)(=O)N1CCC(C(=O)N2CCc3ccccc3C2)CC1,5.3,11.5,-1.8,1.2,-4.0,0.1,0.2,7.1,17.1,-2.2
CC1=CC(C)(C)N(C(=O)CN2C(=O)c3ccccc3C2=O)c2ccc(C)cc21,0.6,3.0,4.5,1.4,1.3,x,-2.5,-9.0,8.1,6.4
O=C(/C=C/c1ccccc1[N+](=O)[O-])N1CCOCC1,17.1,0.5,9.3,1.4,0.5,-10.4,0.4,-11.9,0.3,-4.0
COc1ccc(CNC(=O)COC(=O)CCc2nc3ccccc3c(=O)[nH]2)cc1,12.4,2.4,0.1,-2.2,4.6,-0.4,-2.1,-15.5,-3.5,-5.7

# An excerpt from above, reduced to aSyn UTR inh and GSK3B inh.
molecule	aSyn UTR inh	GSK3B inh
O=C(/C=C/c1ccco1)N1CCN(S(=O)(=O)c2cccs2)CC1	-1.9	0.7
COc1ccc(/C(N)=N/OC(=O)c2cccc([N+](=O)[O-])c2)cc1OC	-95.7	-1.5
COc1ccc(Cl)cc1NC(=O)CCN1CCN(C)CC1	-1.0	-0.5

# Remaining list, next part
SMILES,HSF-1 act,AI-2 QS mod,GSK3A inh,HSP90 inh,HSF1 inh,HIF activator,GSK3B inh,KLF5 inhibitor,aSyn UTR inh,IEC-6 tox
CCOC(=O)C1=C(C)OC2(O)c3ccccc3C(=O)C12O (stereo not drawn),20.9,2.8,-0.8,3.9,9.7,-0.5,-3.4,4.8,-4.0,6.5
CCCc1nnc(N2C(=O)c3cccc4cccc(c34)C2=O)s1,4.7,2.9,-2.1,-0.2,10.1,-0.5,2.6,-7.8,34.8,3.0
CCOc1ccccc1NS(=O)(=O)N(C)C,-4.7,0.3,-1.8,0.7,0.9,-0.2,0.8,-39.4,6.6,7.6
COc1ccc(Oc2cc(C)c3ccccc3n2)cc1,x,3.4,-3.8,2.8,x,x,2.7,11.2,x,7.2
CCOc1ccc(Cc2c(Cl)nc(SC)nc2OC)cc1,22.4,3.1,-1.2,-3.4,0.0,-0.4,0.4,-10.2,-10.6,2.1
Cn1nc(-c2ccccc2)cc1NC(=O)Nc1ccc(F)cc1,39.4,19.1,-0.1,-1.0,6.5,0.1,0.3,-18.1,-1.2,-3.2
CCCS(=O)(=O)NCCc1cc2c(C)ccc(C)c2[nH]c1=O,-3.4,11.4,-0.7,0.3,-1.7,-0.1,0.1,-32.4,-0.8,-3.6
C/C(=N/OC(=O)c1cccc(C(F)(F)F)c1)c1cnccn1,3.6,12.9,-0.7,0.8,-0.3,-0.6,6.8,2.2,13.8,1.1
CCOc1ccc(S(=O)(=O)Nc2ccc(S(=O)(=O)N3CCOCC3)cc2)cc1,35.6,2.5,-2.6,-2.2,22.5,-0.4,1.3,12.5,-28.1,-6.4
